Assay outcomes deposited in PubChem by several laboratories.
Rin1-Abl PPI inh – human Rin1-Abl interaction inhibition; TR-FRET Rin1/Abl binding, biochemical; inhibition, % at 7.35 µM; actives 0.4% (n = 360,000); AID 588664; in the data active = inhibition above about 5%, passing the limit was not always enough
FAS-TE inh – FAS thioesterase (human) inhibition. recombinant FAS-TE, OMFH fluorogenic substrate, fluorescence endpoint. inhibition, % at 15 µM. actives 0.67% (n = 360,000);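 active = compounds whose normalised, plate-corrected inhibition of enzyme fluorescence in the single-dose primary screen is 50% or more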;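 also: 0% = DMSO with enzyme and 100% = substrate without enzyme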
MsrA act – activators of bovine methionine sulfoxide reductase A; AID 602163; actives 0.3% (n = 360,000); purified bovine MsrA, absorbance read-out; activation, % at 10.6 µM; in the data active = activation above about 7.5%;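 also: 0% = vehicle and 100% = reference activator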
eLon inh – inhibits E. coli Lon protease | P0A9M0 | purified E. coli Lon protease, fluorescence polarization | inhibition, % at 7.94 µM | actives 0.42% (n = 360,000); in the data active = inhibition above about 13%, passing the limit was not always enough;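 also: 0% = enzyme with probe and DMSO and 100% = no enzyme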
MLLE-PAM2 inh – inhibitors of microRNA-mediated deadenylation, human PABP1 MLLE binding; P11940; GST-MLLE / FITC-PAM2 fluorescence polarization; inhibition, % at 20 µM; actives 0.36% (n = 360,000); AID 588489; in the data active = inhibition above about 35%, passing the limit was not always enough;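 also: plate controls were DMSO wells with GST-MLLE for no effect and wells lacking GST-MLLE protein for full effect; some results filed as inactive read as strong as hits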
MT1-MMP act inh – blocks activation of human MT1-MMP; P50281; HT1080 RFP-PRO-GFP cells, GFP/RFP ratio fluorescence, overnight; percent of plate control window, DMSO zero; GFP/RFP ratio change, % at 20 µM; actives 0.061% (n = 360,000); AID 651647;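 active = GFP/RFP ratio change of at least 30% with cell ATP level not reduced by more than half and red fluorescence within 50% of control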; also: strong numbers were not always called active
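Material: RFP-PRO-GFP reporter HT1080 cells. Dosing: single-point 20 µM compound, 1% DMSO. Controls: DMSO and RFP-L50D-GFP cell wells. Timing: cells overnight before dosing, compound overnight, 37 °C, 5% CO2. Measure: GFP/RFP fluorescence ratio.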
CendR NRP1 mod – modulators of CendR peptide binding to human neuropilin-1 | inhibition, % at 25 µM | FAM-RPARPAR peptide binding to NRP-1, fluorescence polarization | actives 0.85% (n = 360,000) | O14786 | AID 602438;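 active = inhibition or corrected inhibition above about 18%, plus a signal ratio from 0.5 to 1.5, limit read from the data, passing the limit was not always enough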; also: strong numbers were not always called active
SKN-1 inh – C. elegans SKN-1 inhibition; actives 0.49% (n = 360,000); inhibition, % at 21.8 µM; C. elegans VP596 Pgst-4::GFP/RFP ratio, acrylamide-induced, 24 h;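 active = interference check ratio from 0.5 to 1.5 plus GFP to RFP signal ratio inhibition reaching or exceeding a fixed threshold, cut at about 30% in these data, passing the limit was not always enough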; also: some compounds called inactive have numbers as strong as hits
Neddylation inh – blocks human cullin neddylation; actives 0.58% (n = 360,000); TR-FRET cullin neddylation, biochemical; P61081+Q13564; AID 651699; calls only at 25 µM; in the data active = inhibition above about 36%
Starred values were filed as active, the others as inactive; i = inactive; nt = no result given.

SMILES	Rin1-Abl PPI inh	FAS-TE inh	MsrA act	eLon inh	MLLE-PAM2 inh	MT1-MMP act inh	CendR NRP1 mod	SKN-1 inh	Neddylation inh
CC1CC(C)CN(C(=O)COC(=O)c2ccc(S(=O)(=O)N(C)c3ccccc3)cc2)C1 (configuration not stated)	4	32	-13	2	2	15	-5	-8	i
COc1cccc(N2C(=O)C3CCCN3C2=S)c1 (configuration not stated)	2	-4	0	4	-8	3	8	0	i
COc1cccc(C(=O)NCCS(=O)(=O)N2CCOCC2)c1	0	-8	-2	-5	14	4	-10	3	i
COc1ccccc1N1CCN(/N=C/c2cccc(O)c2)CC1	0	-3	-4	-2	15	1	4	3	i
COc1ccc(C(=O)Nc2sc(C)c(C)c2CN2CC(C)OC(C)C2)cc1 (configuration not stated)	0	-10	2	0	16	-4	2	4	i
N#CCSc1nnc(-c2ccc(F)cc2)n1N	4	-2	-1	2	-33	1	15	-4	i
NC(=O)c1nn(CC(=O)Nc2cccc(S(=O)(=O)N3CCCC3)c2)c(=O)c2ccccc12	2	0	-3	4	-38	1	-2	-1	i
Cc1cc(NC(=O)CSc2nnc(C)n2-c2ccccc2C)no1	0	-12	-7	4	-3	4	7	-13	i
O=C(CCN1CCN(Cc2ccccc2)CC1)NNC(=O)Nc1cccc(Cl)c1	3	-2	-10	-4	-1	nt	0	4	i
CC12CCC(C(=O)NNC(=O)c3ccccc3)(OC1=O)C2(C)C (configuration not stated)	0	-5	0	-1	19	-4	-2	4	i
CCN(c1cccc(C)c1)C1C(=O)c2ccccc2N1C(C)=O (configuration not stated)	-2	3	1	9	15	-2	1	10	i
CC(=O)N1CCCc2cc(S(=O)(=O)NC(C(=O)NC3CCCCC3)C(C)C)ccc21 (configuration not stated)	0	-11	-4	-5	8	0	1	6	i
COc1ccc(C(C)=O)cc1CSc1nc2cc(Cl)ccc2o1	-4	5	-10	0	-12	3	-10	-9	i
Cc1cc(Br)c2c(c1)/C(=C/C(=O)c1cccs1)C(=O)N2	3	5	-5	-1	-3	-4	5	0	i
CN(CCc1ccccc1)C(=O)c1cccc(NC(=O)Cc2cccc(NC(=O)C3CCCN(C(=O)CCc4ccccc4)C3)c2)c1 (configuration not stated)	-4	2	5	12	-2	-3	-1	-4	i
Cc1cc2nc(C3CCN(C(=S)NCC(C)C)CC3)[nH]c2cc1C	3	-7	-14	-5	-72	-3	0	-4	i
Cc1c(C(=N)C(C#N)C#N)c(=N)oc2c1ccc1ccccc12	0	-4	-3	-17	-13	-4	-8	5	i
O=C(NC1CCC(O)CC1)c1ccc(-c2ccc(Cl)cc2)o1 (configuration not stated)	-4	-5	-4	-9	-8	7	0	2	i
Cc1cc(C)c(S(=O)(=O)n2ccc3ccccc32)c(C)c1	2	22	-7	9	-1	-2	13	11	i
COc1ccc(S(=O)(=O)NCCc2c[nH]c3ccc(C)cc23)cc1	-1	5	1	-4	-12	3	1	0	i
C=CCn1c(COc2ccccc2C)nnc1SCC(=O)O	1	-7	-4	-5	-17	2	-7	-2	i
CC(=O)O/N=C/c1c(C)c(C=O)n2ccccc12	2	4	-6	5	-6	-5	9	-6	i
COc1ccccc1-c1nnc(-c2ccc(N3CCOCC3)cc2)o1	0	1	-5	8	5	1	6	-2	nt
CCCCN1C(=N)N([C@@H](CCC)CN2CCC[C@H]2CN2C(N)=NC[C@@H]2Cc2ccccc2)C[C@H]1Cc1ccccc1	0	-26	0	-4	-4	3	4	-7	i
COc1cccc(NC(=O)N2CCc3nc(Nc4cc(Cl)cc(Cl)c4)ncc3C2)c1	2	18	-3	-3	-7	7	-13	18	i
Cc1cc(C)nc(N/N=C/c2cc(Br)ccc2O)n1	5	5	-1	12	4	nt	-5	2	i
COc1ccccc1N(CN1CCCC1=O)C(=O)c1ccccc1F	-3	-5	-3	-16	7	-5	0	9	i
COc1nc(N(C#N)CC(N)=O)nc(N2CCCC2)n1	-4	-6	2	3	-8	8	5	15	i
CCC(=O)Nc1c(-c2ccc(OC)cc2)c(=O)c2ccccc2n1C	-2	-7	-1	0	-3	5	8	7	nt
COc1ccc(/C=C/C(=O)OCC(=O)N2CCCC2)c(OC)c1	-2	-8	-6	-5	-1	-3	4	-13	i

Gathered by group, those above containing fluorine
SMILES	Rin1-Abl PPI inh	FAS-TE inh	MsrA act	eLon inh	MLLE-PAM2 inh	MT1-MMP act inh	CendR NRP1 mod	SKN-1 inh	Neddylation inh
N#CCSc1nnc(-c2ccc(F)cc2)n1N	4	-2	-1	2	-33	1	15	-4	i
COc1ccccc1N(CN1CCCC1=O)C(=O)c1ccccc1F	-3	-5	-3	-16	7	-5	0	9	i

The list continues:
SMILES	Rin1-Abl PPI inh	FAS-TE inh	MsrA act	eLon inh	MLLE-PAM2 inh	MT1-MMP act inh	CendR NRP1 mod	SKN-1 inh	Neddylation inh
CCN1C(=O)C2C(c3cccc(F)c3)NC(CC)(C(=O)OC)C2C1=O (configuration not stated)	0	-8	2	0	0	-1	12	-35	i
O=C(c1ccccc1NS(=O)(=O)c1cccs1)N1CCOCC1	0	-1	1	-8	5	-4	0	1	i
O=C(N/N=C/C1CCCCC1)c1ccccc1-n1cccc1	4	-9	-6	8	4	2	1	-5	i
O=C(CSc1nccn1Cc1ccc(F)cc1)Nc1ccc(F)cc1F	1	8	-13	-4	-17	5	-3	-1	i
Cc1cc2c(c(C)c1CCO)C(=O)[C@H](C)C2	2	-8	-7	9	-8	-2	7	13	i
COC(=O)c1cnc(Oc2ccc(NC(=O)NC(=O)c3c(F)cccc3F)cc2)cc1C(F)(F)F	-1	1	-2	2	17	0	2	1	i
COc1ccc(N2CCN(S(=O)(=O)CCNC(=O)c3ccc4c(c3)OCO4)CC2)cc1	5	-3	-3	-7	16	0	-12	-21	i
O=[N+]([O-])c1cc2oc3c(c2c(C=NCc2ccccc2)c1O)CCCC3	-1	1	-2	-46	-106	-17	-150	23	i
CC1=NN(c2ccc([N+](=O)[O-])cc2)C(=O)C1	8	8	-6	-3	14	4	1	4	i
Cc1ccc(-c2cc(C)nc3nc(N)nn23)cc1	-2	-8	-12	-6	-1	2	-5	-29	nt
O=C1CCCN1C1CCN(Cc2ccccc2)S(=O)(=O)N1 (configuration not stated)	nt	-10	-12	5	nt	4	-14	-1	i
COc1ccc(NC(=O)c2sc(-c3ccccc3)nc2C)c(OC)c1	-2	6	-1	0	-10	-1	1	2	i
Cc1ccc(Cl)cc1N1CCN(S(=O)(=O)c2ccc3c(c2)oc(=O)n3C)CC1	5	52*	-4	1	2	-2	4	13	i
CC1(C)CN(c2ccccc2)N(C(=O)c2ccc(F)cc2)C1=O	0	-4	-4	-4	-3	1	4	13	i
Cc1cccc(N2CCN(C(=O)c3cn4ccccc4n3)CC2C)c1 (configuration not stated)	0	-2	-1	7	7	1	-12	3	i
Cc1ccc(-c2csc3ncnc(Sc4nnc(CN5CCCCCC5=O)o4)c23)cc1	-3	16	-11	6	-12	1	10	11	i
CCOc1ccccc1N1CCN(C(=O)c2cc(C)oc2C)CC1	2	-4	0	2	-4	-19	-3	4	i
O=C(Nc1ccc2c(c1)OCO2)C1(S(=O)(=O)c2ccc(Cl)cc2)CC1	1	6	1	3	-2	5	-4	2	i
O=[N+]([O-])c1cccc(/C=N/Nc2ccccn2)c1	-3	0	-10	-12	-12	0	5	14	i
COc1ccccc1C(=O)NCC(=O)OCc1nnc(-c2ccccc2)o1	1	-8	-3	0	-19	-2	-4	-5	i
CC(C)NC(=O)c1ccc2c(=O)n(C3CCCC3)c(=S)[nH]c2c1	5	-4	0	-6	-31	-2	-14	-18	i
CCCCN1C(=O)c2ccc(C(=O)OCC(=O)NCCc3ccc(S(N)(=O)=O)cc3)cc2C1=O	2	-2	-6	7	-33	1	3	11	i
O=C(NCCc1ccccc1)c1n[nH]c2ccccc12	-2	-7	0	-1	10	0	11	-2	i
O=C(Nc1ccccc1)N1CCN(c2nc(-c3ccccc3)ns2)CC1	-1	16	-1	-1	12	7	10	4	i
CC1=C(C(=O)OCc2ccccc2)C(c2cccc3ccccc23)NC(=O)N1CCCC(=O)O (configuration not stated)	1	-6	-1	-5	0	0	-1	-4	i
CS(=O)(=O)N(CC(N)=O)c1ccc2c(c1)OCO2	4	-5	-1	-2	6	2	11	3	i
CC(Oc1ccc(Br)cc1)C(=O)Nc1nc(-c2ccccn2)cs1 (configuration not stated)	-3	18	-2	0	-2	4	-6	6	i
Cc1cc(-c2nnc(SCC(=O)c3ccc(F)cc3)o2)no1	1	-7	-3	-7	5	5	-1	-5	i
Fc1cccc(CCN2CCN=C2Nc2ccccc2)c1	3	-10	-5	-7	16	5	4	-5	i
COc1ccc(C(=O)N2CCCC(Nc3ccc(C)c(C)c3)C2)c(OC)n1 (configuration not stated)	-2	-1	-4	1	5	0	3	-13	i
Cc1nc(SCC(=O)NCc2ccco2)[nH]c(=O)c1C	-2	-5	-11	-12	18	3	13	1	i
O=C(N/N=C/c1ccccc1O)c1cccc(C(F)(F)F)c1	1	20	-3	-17	1	10	-4	9	i
Oc1cc(NCCc2cccnc2)cc2cccnc12	-2	-6	0	6	50*	-3	14	20	i
CCc1nc2cccnc2n1-c1ccc(CC(=O)O)cc1	5	-6	-3	-2	21	-7	4	-11	i
O=C(NCc1ccc2c(c1)OCO2)c1ccc2c(c1)OCO2	-3	0	-3	-11	-6	1	-9	-7	i
C=C(C)CN(CC)c1nc(N)c(C#N)c(CC#N)c1C#N	-6	-7	1	0	5	1	-10	3	i
CCOc1ccccc1CNC(=O)c1ccccc1NC(=O)C1=CSCCO1	1	14	-2	2	-1	-4	4	20	i
COc1ccccc1NC(=S)N1CCN(c2ncccn2)CC1	5	-2	-7	-6	-69	1	-4	5	i
CC(CNC(=S)Nc1cc(F)cc(F)c1)CSc1ccc(Cl)cc1 (configuration not stated)	1	29	-7	6	10	-2	3	8	i
COc1ccc(CCC(=O)Nc2ccc(C)c([N+](=O)[O-])c2)cc1	1	4	-8	2	19	7	4	9	i
O=c1oc2ccccc2cc1-c1nc(-c2cccs2)cs1	1	-35	-2	39*	5	-3	133	-36	i
CCN(CC)c1ccc(C=C2SC(=S)NC2=O)cc1	-1	-138	-5	i	i	-23	140	69	i
NC(=O)CC(NC(=O)Cc1cccc2ccccc12)c1ccc(NC2CCCCCC2)c([N+](=O)[O-])c1 (configuration not stated)	-2	-8	-6	-6	-63	2	-81	2	i
COc1ccccc1N1CCN(C(=O)CCSCc2ccccc2F)CC1	4	-3	-14	5	-9	-8	11	-5	i
COc1ccc2nc(C(C)O)[nH]c2c1 (configuration not stated)	3	-8	-6	-5	0	-4	6	-22	i
O=C(/C=C/c1ccco1)Oc1ccc(C(=S)N2CCOCC2)cc1	3	2	-1	0	8	2	10	1	i
CC1(C)Cc2c(c(-c3ccccc3)nc(N3CCCC3)c2C(N)=O)CO1	2	0	-3	0	-17	-6	8	-11	i
Cc1[nH]n(-c2ccc(Br)cc2)c(=O)c1/C=N/NC(=O)c1ccccc1	-2	18	-7	6	5	3	-1	-9	i
N#Cc1cn(CC(=O)NCc2cccnc2)c2ccccc12	7	-5	-12	-5	14	8	5	18	i
O=C(OCC(=O)N1CCN(c2cccc(Cl)c2)CC1)c1ccco1	-1	-2	0	-6	-3	8	2	11	i
NS(=O)(=O)c1cccc(NC(=O)COC(=O)Cc2ccc(Cl)cc2)c1	-1	-1	-2	0	-44	-1	-1	13	i
CCOc1ccc(Cc2c(Cl)nc(SC)nc2N(C)C)cc1	-1	20	-2	-8	7	-7	-10	8	i

Quoted from the listing.
For CendR NRP1 mod, NS(=O)(=O)c1cccc(NC(=O)COC(=O)Cc2ccc(Cl)cc2)c1 is listed with -1
For Rin1-Abl PPI inh, CC1(C)Cc2c(c(-c3ccccc3)nc(N3CCCC3)c2C(N)=O)CO1 is listed with 2
For MLLE-PAM2 inh, O=C(OCC(=O)N1CCN(c2cccc(Cl)c2)CC1)c1ccco1 is listed with -3
